AI-2 QS mod = Vibrio harveyi AI-2 quorum sensing modulation | Vibrio harveyi JMH597 AI-2 luminescence/OD600 ratio, 9 h; active compounds read low; strain lacks LuxN and CqsS sensors; 0 = neutral-control median | activity change, % at 7.5 µM | 300,000 tested, 0.4% active | AID 2094; in the data active = activity change below about -75%, passing the limit was not always enough;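 also: luminescence divided by OD600 gain over 9 h not by final OD600 alone; inactives centre near 13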
KLF5 inhibitor = kruppel-like factor 5 inhibition; DLD-1 KLF5 promoter-luciferase reporter, luminescence; inhibition, % at 5 µM; 290,000 tested, 0.23% active;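 active = inhibition above a per-plate limit of that plate's mean compound inhibition plus 3 SD, cut at about 60% in these data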;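 also: 0% = DMSO wells and 100% = LY294002 at 200 µM; higher means less KLF5 promoter-driven luciferase light; inactives centre near -14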
HSF1 inhib = HSF1 inhibition | NIH3T3-HGL HSE-luciferase, MG132-induced, luminescence 8 h; active compounds read low | activity change, negative = inhibition, % at 7.5 µM (by protocol) | 300,000 tested, 0.77% active;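 active = more than half of replicate wells show activity change below -50%, luminescence cut by over half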;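 also: luciferase reports HSF-1 transcriptional activity via heat shock element; 0% = median of DMSO wells and -100% = zero luminescence signal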
HIF act = HIF pathway transcriptional activation. 300,000 tested, 0.32% active. U2OS HRE-luciferase reporter, luminescence; normalized: DMSO 0%, desferrioxamine 100%. activation, % at 7.5 µM (by protocol);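 active = mean activation of at least 10% of the iron chelator positive control signal, with at least half of replicates also reaching 10%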
SKKanGAS inh = SKKanGAS growth inhibition. AID 1662. 300,000 tested, 1.3% active. S. pyogenes SKKanGAS, kanamycin growth, BacTiter-Glo, 6 h. inhibition, % at 7.5 µM;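 active = mean replicate score, as percent of positive control median, at least 50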;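 also: strain carries kanamycin resistance gene driven by streptokinase promoter and grows in 40 µg/ml kanamycin; loss of luminescence reflects streptokinase promoter inhibition or plain growth inhibition; 0% = median of DMSO wells and 100% = positive control at its reference dose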
HSF-1 act = increases HSF-1 driven luciferase reporter signal. NIH3T3-HGL HSF-1 luciferase reporter, MG132, 8 h; 100% = twice DMSO control signal. activation, % at 9 µM. 300,000 tested, 1.7% active. AID 504408;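 active = mean replicate activation of at least 50% with a set share of replicates each reaching 50%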;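 also: 0% = median of the neutral control wells and 100% = twice that signal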
IEC-6 cytotox = kills IEC-6 intestinal cells in KLF5 counter-screen; IEC-6 cytotoxicity, luminescence viability; inhibition, % at 5 µM; 290,000 tested, 0.78% active; AID 1825; in the data active = inhibition above about 22%;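 also: 0% = plate median of test compound wells and 100% = cytotoxic reference compound wells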
HSP90 refold inh = inhibitors of HSP90 luciferase refolding in rabbit reticulocyte lysate; 290,000 tested, 0.91% active; inhibition, % at 5.6 µM; luciferase refolding luminescence, 3 h;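 active = inhibition above the screen-wide mean plus 3 SD, computed separately per campaign, cut at about 16% in these data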;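 also: 0% = DMSO wells and 100% = 60 µM geldanamycin wells; inhibitors lower the luminescence because luciferase stays unfolded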
Platelet DG rel = modulates dense granule release in human platelets; human platelet-rich plasma, SFLLRN dense granule ATP release, luminescence; inhibition, %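 (compounds screened at 7.5 µM in platelet-rich plasma)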; 300,000 tested, 0.22% active; AID 1663;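 active = mean replicate score, as percent of positive control, at or above 50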
aSyn UTR inh = MLPCN primary screen, SNCA 5' untranslated region; alpha-synuclein 5'UTR reporter, inhibitor activity; inhibition, % (tested at 7.5 µM); 300,000 tested, 0.82% active; in the data active = inhibition above about 60%;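 also: H4 neuroglioblastoma cells stably carrying SNCA 5'UTR luciferase fusion; 0% = DMSO wells and 100% = positive control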
Active calls of the source: *; / = not tested or not shown.

The line under a structure holds: HSF-1 act, HIF act, KLF5 inhibitor, IEC-6 cytotox, aSyn UTR inh, HSP90 refold inh, AI-2 QS mod, Platelet DG rel, SKKanGAS inh, HSF1 inhib
> CC(C)OCCCNC(=O)C1CC(=O)N(C2CCCCCCC2)C1 (centres undefined)
  3, -0.1, -10, 6, 11, 3, 18, 8, -12, -1
> COc1ccc(/C=N/NC(=O)c2cccc([N+](=O)[O-])c2)cc1OS(=O)(=O)c1ccccc1
  -12, 0.4, 5, 2, -8, 2, 17, -14, -2, -9
> Cc1nc(S(=O)(=O)c2ccc(Br)cc2)nc2c1CCC2
  -8, 0.1, -10, -2, -24, 1, -4, -4, -7, -9
> Nc1nc(SCC(=O)NCC2CCCO2)[nH]c(=O)c1NC(=O)c1ccc(F)c(F)c1 (centres undefined)
  -13, -0.1, 14, 13, -2, 3, -1, 18, 10, 0
> Nc1nc(NCCOCCO)nc(Nc2cccc(F)c2)c1[N+](=O)[O-]
  4, -0.2, -27, 3, 56, -2, 9, 0, 5, -8
> C#CCNC(=O)C1CCN(c2ccc(S(=O)(=O)N3CCOCC3)cc2Cl)CC1
  -12, -0.5, 3, -1, 4, 1, 41, -3, -5, -1
> S=C(Nc1cc(Cl)ccc1Cl)Nn1cnnc1
  -13, -0.5, -15, 2, -12, -4, 12, -1, -10, 2
> Cc1cc2nc3n(c2cc1C)CC1CC(C(=O)NCc2cccc(Br)c2)N(C)C31 (centres undefined)
  -22, 0.2, /, /, -16, /, 29, 3, 1, -1
> Nc1nc2ccccc2n1/N=C/c1ccc([N+](=O)[O-])s1
  99*, -0.5, 5, -6, 83*, -4, 22, 7, 19, 58
> CC1(C)C(C=C(Cl)Cl)C1C(=O)N(Cc1ccccc1Cl)C1CCS(=O)(=O)C1 (centres undefined)
  18, -0.1, -37, 3, -2, 1, -2, 9, -1, 13
> O=C(CCc1nnc2n(Cc3ccc(Cl)cc3)c(=O)c3ccccc3n12)NCCN1CCCC1
  1, 0.3, -9, -6, -5, -2, 26, -9, 3, -5
> CCc1[nH]c(C)c(C(C)=O)c1C
  -1, 0.1, -15, 4, 19, 4, 42, -2, -6, -1
> Cc1ccc(CN2CCN(CCCn3cccn3)CC2CCO)cc1 (centres undefined)
  -3, -0.2, -39, 7, -33, 3, 20, 0, -3, -11
> Cc1cc(NC(=O)CSCC(=O)Nc2ccccc2Oc2ccccc2)no1
  17, -0.5, /, /, 25, /, 7, -8, -2, 5
> O=C(CSc1ncn[nH]1)Nc1nc(-c2ccccc2)cs1
  11, 0.1, -9, -1, -18, 4, 29, 0, 1, 5
> Cc1cccc2sc(NC(=O)CSc3nc4ccccc4o3)nc12
  13, 0.2, -17, 2, -38, 4, 10, -2, 3, 10
> CN(C)S(=O)(=O)c1cccc(NC(=O)COC(=O)CCC(=O)c2cccs2)c1
  -9, -0.6, 7, 1, 3, 0, 30, 4, -3, 0
> CC(=O)Nc1ccc(N(CC(=O)NC2CCCCC2)C(=O)Cn2nnc(-c3ccccc3)n2)cc1
  13, 0.2, 1, -2, 4, -1, 15, 10, -1, -3
> COc1ccc(CCNC(=O)C2CCCN2C(=O)NC2CCCCC2)cc1OC (centres undefined)
  43, 0.5, 12, 6, -5, 3, -1, 3, -2, 9
> CCN(CC)c1nc2n(c(=O)n1)CCO2
  -1, -1.4, 5, 2, 11, -1, 18, 1, -3, -2
> O=C(COC(=O)CNC(=O)c1ccc(Cl)cc1Cl)NC1CCCCCCC1
  -3, -0.2, /, /, 10, /, 22, 4, -3, 3
> Cc1ccc(SCc2cc(=O)[nH]c(N3CCN(Cc4ccccc4)CC3)n2)cc1
  -10, 0.4, -17, -5, 24, 3, 8, -11, -1, 2
> C=CCC(C(=O)OC)(C(=O)OC)c1ccc(C(F)(F)F)cc1[N+](=O)[O-]
  -16, -0.7, -22, -8, 13, -1, 9, 17, -1, 3
> CCOC(=O)c1c(CNCCN(CC)CC)n(C)c2cc(Br)c(OC)cc12
  33, -0.2, -10, 4, -45, 6, 6, 0, 2, 10
> COc1ccc(/C=C/C(=O)Nc2nc(N)n(-c3ccccc3)n2)cc1
  46, -2.3, -6, -6, 17, 4, -7, 6, 19, 35
> CCC(C)NC(=S)N(CCc1ccccc1)Cc1cc2cc(OC)c(OC)cc2[nH]c1=O (centres undefined)
  5, -0.4, -17, 10, 1, -1, 10, 5, 22, 6
> Cc1ccc(C)c(C2=NNC(=O)CC2)c1
  0, 0.5, /, /, 3, /, 3, 3, 15, 5
> O=C(Nc1ccccc1)/C(=C\c1ccc2c(c1)OCO2)NC(=O)c1ccco1
  18, 0.3, -6, 6, -19, 2, 17, 8, -1, 1
> COc1ccc(-n2nc3c(c2NC(=O)Cc2cccc(C)c2)CS(=O)C3)cc1 (centres undefined)
  -30, -0.2, -34, 1, 2, 1, 35, -3, -4, -11
> CCOC(=O)N1CCN(C(=O)CSc2nnc(COc3ccccc3)o2)CC1
  -6, 0.0, 10, 1, 2, -1, -22, 2, -2, 5
> O=C(Nc1nnc(CCN2CCCCC2)s1)C1CCCCC1
  2, -0.2, 1, -8, 16, -1, 25, 8, 4, 3
> CCOC(=O)c1sc(N(C)C)nc1-c1ccccc1
  6, -1.3, -12, -4, 23, -4, 9, -2, 2, -3
> COc1ccccc1NC(=O)NCCN1CCNC1=O
  2, 0.1, -15, 8, 4, 5, 9, 9, -2, 3
> CCOC(=O)c1c(NC(=O)COC(=O)c2cc(OC)c(OC)cc2[N+](=O)[O-])sc(C)c1CC
  5, 0.3, -28, 1, 24, -2, 34, 2, 1, -2
> Cc1ccccc1C(=O)NC1CC2CCCC(C1)N2Cc1ccccc1 (centres undefined)
  -2, 1.5, -52, -4, 0, 1, 4, -12, 4, 5
> CN1CCN(c2nnc(-c3ccc(F)cc3)c3ccccc23)CC1
  -10, -0.2, -2, -7, 6, 0, 8, -3, -6, -11
> Cc1c(Cl)cccc1NC(=O)CSc1ncnc2c1cnn2CCc1ccccc1
  -2, 0.2, -36, -3, -34, -4, 20, 5, -4, 3
> c1ccc(CNc2cnccn2)cc1
  -3, 0.0, -39, 0, -24, -1, 12, -8, 1, 7
> COc1cccc(NC(=O)COC(=O)C2CCN(S(=O)(=O)c3cccs3)CC2)c1
  -3, -0.3, -2, -1, 1, 3, 18, 13, -8, 10
> COc1ccc(C2NC(c3ccc(OC)cc3OC)C(C)C(=O)C2C)c(OC)c1 (centres undefined)
  3, 0.3, 14, 3, 10, -1, 9, -1, 1, -2
> CC(NC(=O)CCN1C(=O)c2ccccc2S1(=O)=O)c1ccccc1 (centres undefined)
  2, -0.4, /, /, 6, /, 10, 4, -2, 4
> CN(C)CCNC(=O)CCCNC(=O)Cn1cnc2sc3c(c2c1=O)CCCC3
  9, -0.3, -17, 1, 6, 5, -3, -2, 4, -4
> Cc1cc(C)nc(N2CCN(C(=O)CCC(=O)Nc3nnc(C(C)C)s3)CC2)n1
  18, -0.5, -23, 4, -2, -1, 31, 2, 3, -5
> CCOc1ccccc1NC(=O)CN1C(=O)CSC(C)C1=O (centres undefined)
  -8, -0.6, -7, 2, -11, -2, 18, -2, -3, 4
> COc1ccccc1OCC(=O)N1CCN(C(=O)c2ccco2)CC1
  0, -0.5, -54, -4, 3, 0, 15, -1, -7, -12
> CCOC(=O)C1CCN(S(=O)(=O)c2ccc3c4c(cccc24)C(=O)N3)CC1
  10, -0.5, -79, 3, -5, 1, 29, 36, -1, 10
> CC(NC(=O)c1cccc(OC2CCN(C(=O)C3CC3)CC2)c1)c1ccc(F)cc1 (centres undefined)
  0, -0.4, -5, 5, 12, 6, 2, -2, 0, -3
> NS(=O)(=O)c1ccc(NC(=O)CSc2nnc(Cc3cccs3)n2-c2ccccc2)cc1
  -2, -0.5, -6, 0, -7, 1, 21, -15, -12, -11
> O=C(c1cnn(C(=O)COc2ccc(Cl)cc2)c1)c1ccccc1O
  0, -0.5, -17, -11, -12, -6, 12, -6, 3, 3
> O=C(c1ccco1)N1CCn2cccc2C1c1ccccc1 (centres undefined)
  14, 0.4, -43, 0, -4, 15, -10, 13, -4, 3
> O=C1NC(=O)/C(=C/c2ccc(O)cc2)S1
  25, 0.8, -62, 0, -91, -5, 41, 8, -14, 9
> CCCc1[nH]n(-c2ccc([N+](=O)[O-])cc2)c(=O)c1C=NCCc1c[nH]c2ccccc12
  25, -0.3, -43, 2, 21, 1, 45, 6, 9, 0
> Cc1ccc(/C=C2\C(=O)Nc3ccccc32)o1
  8, 0.4, -25, 7, -34, 6, 69, 1, /, 2
> CCN(C(=O)c1cccc(S(=O)(=O)N2CCCCC2)c1)C1CCS(=O)(=O)C1 (centres undefined)
  57*, 1.2, /, /, 1, /, 14, 6, -2, 28
> O=C(COC(=O)c1cc([N+](=O)[O-])ccc1N1CCOCC1)NCCc1ccccc1
  -5, -0.8, -12, 3, 1, -1, 21, 14, -2, 2
> O=C(C1CCN(S(=O)(=O)c2ccc(Cl)cc2)CC1)N1CCCCCCC1
  -2, -0.2, -30, -4, 5, 0, 8, 27, -3, -7
> COc1ccc(CN2CCC(CNS(=O)(=O)c3cccc(C(F)(F)F)c3)CC2)cc1
  49, -0.5, -19, -5, 9, -4, 13, 1, -1, 12
> COc1cc2c(cc1OC)C(c1ccc(Br)cc1)N(C(=O)c1ccccc1C(=O)O)CC2 (centres undefined)
  -5, -0.2, -21, 0, 0, -2, 9, 1, 7, -5
> Cc1ccccc1NC(=O)CSc1ccc(-c2cccnc2)nn1
  10, 0.0, -27, -10, -5, 0, 20, -3, -2, 2
> COc1ccc(/C=C/C(=O)Nc2cc(=O)n(C)c(=O)n2C)cc1
  60*, 3.2, -1, 5, -104, -4, 7, 12, -15, 27

Following part:
The line under a structure holds: HSF-1 act, HIF act, KLF5 inhibitor, IEC-6 cytotox, aSyn UTR inh, HSP90 refold inh, AI-2 QS mod, Platelet DG rel, SKKanGAS inh, HSF1 inhib
> CCC(C)C(NC(=O)c1ccccc1NC(=O)c1ccc(OC)cc1)C(=O)NCc1ccco1 (centres undefined)
  13, /, -34, -2, -3, 0, 30, -3, -6, 9
> CCNC(=S)Nc1ccc(Cc2ccncc2)cc1
  1, 0.8, -7, -8, 7, -2, 16, 2, 3, -4
> CCC(C)(C)NC(=O)CN(Cc1ccccc1)C(=O)CCC(=O)Nc1nccs1
  6, 0.2, -15, 9, -14, -1, -4, 0, 1, -2
> CC(C)c1ccc(N2C(=O)/C(=C/N(C)C)SC2=S)cc1
  6, 0.2, -5, -2, -19, 2, 26, -1, 86*, 2
> O=C(Nc1ccc(Cl)cc1)N[C@@H]1c2c(ccc3ccccc23)OC[C@@H]1CO
  8, 0.2, -3, 0, -4, 2, 17, 2, 60*, 12
> CC1CCCN(C(=O)C2CCN(S(=O)(=O)c3cccc4nsnc34)CC2)C1 (centres undefined)
  -8, -0.5, -18, 2, 13, 1, 10, -3, -3, -1
> Cc1cc(Nc2ccc3c(c2)OCCO3)n2ncnc2n1
  1, 0.3, 2, -2, -14, 0, 20, -2, -3, -5
> S=C(NCc1ccc2c(c1)OCO2)NC1CC1
  -17, -0.2, 0, -3, -2, -1, 21, 0, -8, -4
> CN1CCN(C(=O)/C=C\c2ccc(Cl)cc2)CC1
  -7, 0.2, -43, 4, -29, 1, 16, 18, 2, -4
> CCOC(=O)c1cnn(CCOC(=O)C(C)(C)C)c1NC(=O)C(C)(C)C
  -34, 0.2, -16, 2, 1, 4, 3, -5, -1, -16
> CCOc1ccccc1NC(=O)C(C)CC (centres undefined)
  -1, 0.2, 1, 7, -19, 7, 4, -1, -2, -2
> CN1C(C(=O)NCc2cccc(C(F)(F)F)c2)CC2Cn3c(nc4cc(Cl)c(Cl)cc43)C21 (centres undefined)
  11, -1.0, /, /, 5, /, 13, -3, 25, -1
